# High-throughput results (PubChem)
# B2AR arrestin ag = beta-arrestin recruitment by human beta2-adrenergic receptor ligands. 44,000 tested, under 10 active. P07550. AID 1347077. HTLA Tango cells, beta-arrestin recruitment, luciferase luminescence, 18 h. Potency, µM (series often up to 46.1 µM), without a hit: at the highest dose activation, hits mostly activators;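 further: potency means the concentration at half of the fitted maximal effect; 0% = DMSO and full agonism = EC100 isoproterenol or metaproterenol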
# Target sequence (P07550 whole entry, looked up): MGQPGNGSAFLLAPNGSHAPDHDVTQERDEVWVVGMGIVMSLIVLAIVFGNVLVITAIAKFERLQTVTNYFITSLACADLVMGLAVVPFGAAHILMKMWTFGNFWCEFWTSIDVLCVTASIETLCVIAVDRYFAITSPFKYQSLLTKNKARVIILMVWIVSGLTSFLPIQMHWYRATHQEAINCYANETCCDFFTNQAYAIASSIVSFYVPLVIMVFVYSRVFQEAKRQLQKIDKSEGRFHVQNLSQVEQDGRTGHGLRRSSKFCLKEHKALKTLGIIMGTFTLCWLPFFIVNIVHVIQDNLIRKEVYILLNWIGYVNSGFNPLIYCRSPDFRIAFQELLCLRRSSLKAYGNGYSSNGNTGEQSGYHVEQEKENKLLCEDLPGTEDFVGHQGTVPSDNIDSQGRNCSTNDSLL
#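 Tango cells expressing recombinant beta2-AR and beta-arrestin were treated with compounds (up to 46 microM titration) in DMEM with 1% FBS for 18 hr at 37 degrees C. Beta-arrestin recruitment drove tTA-dependent luciferase, read by luminescence; curves were fitted and classed.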
# GALK inhibitor = inhibits human galactokinase; Potency, µM (highest dose often 57.5 µM), for the others: at the highest dose activity, negative = inhibition, most hits filed as inhibitors; 44,000 tested, under 10 active; recombinant GALK, Kinase-Glo ATP luminescence, 1 h; P51570; AID 1347072;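 further: plate controls were full GALK reaction for no effect and reaction lacking GALK for full effect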
#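 5 nM GALK; 35 uM ATP; 100 uM D-galactose; 20 mM HEPES pH 8.0, 5 mM MgCl2, 60 mM NaCl, 1 mM DTT, 0.01% BSA; 1 h RT; Kinase-Glo Plus luminescence.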
# p53null 32C tox = p53 null cell cytotoxicity, permissive temperature; AID 903; actives 0.62% (n = 55,000); Potency, µM (top dose mostly 46.1 µM), for the others: at the top dose activity change, negative = cytotoxicity, most hits filed as cytotoxic; H1299-neo p53 null cells, ATP luminescence, 24 h, 32C;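 further: potency means the concentration at half of the fitted maximal effect; 0% = DMSO only and -100% = full killing by 100 µM tamoxifen; nearly all actives have a fitted effect of over 55% in size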
#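 H1299-neo, 600 cells/well; overnight 37C; cpd up to 46 uM, 24 h at 32C; ATPlite luminescence after 20 min RT; normalized to DMSO (0%) and tamoxifen 100 uM (100% kill); Hill-fit AC50.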
# FH mod = Identification of activators of human fumarate hydratase by quantitative high-throughput screening; Potency, µM (highest dose often 79.9 µM), for inactives: at the highest dose activity change, negative = inhibition, usual class: inhibitors; actives 0.22% (n = 54,000); FH coupled MDH/diaphorase resazurin fluorescence, 15 min; Fumarate hydratase, mitochondrial (Homo sapiens), P07954; AID 1347055, 2019; further: potency means the concentration at half of the fitted maximal effect; on the % scale 0 is the no-effect control and ±100 the full control effect; the screen sought activators but most active calls are inhibition curves; nearly all actives have a fitted effect of over 45% in size
# NTMT1 inhibitor = inhibitors of human N-terminal methyltransferase NTMT1; Potency, µM (doses to about 114 µM), for the others: top-dose activity change, negative = inhibition, actives largely listed as inhibitors; actives 2.5% (n = 59,000); NTMT1 MTase-Glo SAH luminescence, purified enzyme; AID 1645870; Q9BV86;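 further: potency means the concentration at half of the fitted maximal effect; plate controls were DMSO vehicle for no effect and no enzyme for full effect; nearly all actives have a fitted effect of over 65% in size; many of its hits are not listed in these tables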
# Target sequence (Q9BV86 whole entry, looked up): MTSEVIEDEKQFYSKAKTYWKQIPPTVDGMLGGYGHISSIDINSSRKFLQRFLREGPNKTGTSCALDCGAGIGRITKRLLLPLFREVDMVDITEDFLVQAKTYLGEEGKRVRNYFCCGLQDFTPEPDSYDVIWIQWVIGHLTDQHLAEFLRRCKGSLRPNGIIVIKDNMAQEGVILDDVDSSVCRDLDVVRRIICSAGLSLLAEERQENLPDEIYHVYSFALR
# p53null 39C tox = selectivity test: cytotoxicity in p53 null cells, nonpermissive temperature; actives 0.97% (n = 55,000); Potency, µM (titrated, usually from 46.1 µM), for inactives: at the top dose activity, negative = cell killing, usual class: cytotoxic; H1299 p53-null (neo) cells, 39C, ATPlite viability, 24 h;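 further: potency means the concentration at half of the fitted maximal effect; 0% = DMSO only and -100% = full killing by 100 µM tamoxifen; nearly all actives have a fitted effect of over 50% in size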
#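 Concentration-response (up to 46 uM) was run for 24 h at the nonpermissive 39C on H1299-p53A138V or H1299-neo cells. ATP content was measured with ATPlite luminescence. AC50 values were Hill-modeled after normalizing between DMSO and 100 uM tamoxifen killing.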
# TSG101-PTAP inh = inhibitors of HIV-1 PTAP binding to human TSG101, validation; Potency, µM (series often up to 115 µM), without a hit: top-dose activity change, negative = inhibition, hits mostly inhibitors; Fluorescence polarization, FITC-PTAP peptide/Tsg101, 20 min; Q99816; AID 1347069; 44,000 tested, under 10 active; further: potency means the concentration at half of the fitted maximal effect; 0% is about no effect
# Target sequence (Q99816 whole entry, looked up): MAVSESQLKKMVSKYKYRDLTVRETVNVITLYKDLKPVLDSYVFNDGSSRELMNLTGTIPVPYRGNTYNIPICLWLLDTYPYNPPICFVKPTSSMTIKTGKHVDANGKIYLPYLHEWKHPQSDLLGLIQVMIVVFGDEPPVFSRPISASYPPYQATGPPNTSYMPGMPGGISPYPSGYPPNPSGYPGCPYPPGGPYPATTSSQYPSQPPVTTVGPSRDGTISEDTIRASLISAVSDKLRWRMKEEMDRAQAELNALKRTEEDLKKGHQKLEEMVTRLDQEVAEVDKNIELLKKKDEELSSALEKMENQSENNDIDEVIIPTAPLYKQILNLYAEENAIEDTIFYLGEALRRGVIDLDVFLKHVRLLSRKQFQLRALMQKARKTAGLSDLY
#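 FITC-labeled PTAP peptide (50 nM final) binding to Tsg101 binding domain (10 uM final) read by fluorescence polarization after 20 min at r.t. in HEPES pH 7.5 buffer. Actives by CRC class, <25 µM.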
# Numbers without * were called inactive; u = inconclusive; x = no result given; [ ] = another dose, or the depositor's remark. The call rests on the fitted dose curve; in most records, active means well fitted curve in the direction sought with a large enough effect; inconclusive means small, poorly fitted or top-dose-only effect, or another doubt; inactive means no such curve, though single readings can be large; an effect the other way counts as inactive or inconclusive. These rows are one share of the data (hit frequency here may not be typical).
cpd	Structure	B2AR arrestin ag	TSG101-PTAP inh	GALK inhibitor	p53null 32C tox	p53null 39C tox	NTMT1 inhibitor	FH mod
1	CCC(=O)Nc1ccc(CC)cc1-c1nc2ccccc2n(CC(=O)Nc2ccccc2C)c1=O	-1.1%	-0.4%	-0.3%	-8.6%	10.0%	-23.1%	0.1%
2	Cc1nn(C(=O)c2ccccc2)c(C)c1S(=O)(=O)N1CCOCC1	0.4%	-2.0%	0.7%	-10.8%	6.2%	2.5%	-4.1%
3	CCC(=O)OCCCNc1nc(-c2ccc(Cl)cc2)nc2ccccc12	0.8%	-6.5%	-2.2%	-3.9%	u	-10.8%	u
4	CCOc1ccc(CCNC(=O)C(CC(C)C)N2Cc3ccccc3C2=O)cc1OCC (stereo unspecified)	2.4%	0.1%	2.8%	0.9%	-3.7%	-29.7%	6.8%
5	Cc1ccc(-c2nc(CNC(=O)Nc3ccccc3)c(C)o2)cc1	u	-2.6%	-1.8%	-4.9%	-13.0%	4.5%	-6.5%
6	COc1ccccc1NC(=O)CSc1oc(-c2ccccc2)nc1S(=O)(=O)c1ccc(C)cc1	-0.4%	-0.1%	6.6%	9.4%	3.9%	-2.8%	-24.3%
7	COc1cc2cc(CNc3ccccc3)c(=O)n(CC(=O)Nc3cccc(Cl)c3C)c2cc1OC	1.2%	-0.6%	0.9%	-5.1%	-2.7%	-23.5%	-5.9%
8	COc1ccccc1N(CC(=O)Nc1cc(C)cc(C)c1)S(C)(=O)=O	-1.7%	-0.8%	1.7%	-7.2%	-6.2%	-5.5%	2.7%
9	Cn1c(=O)c2c(SCC(=O)NCc3ccco3)nc(-c3ccccc3Cl)nc2n(C)c1=O	-0.4%	0.2%	u	-5.1%	-12.3%	16.2%	-4.7%
10	CCNc1c(NC(=O)c2ccccc2OCC)c(=O)oc2ccccc12	0.8%	0.5%	-9.5%	15.4%	-10.7%	-0.4%	2.0%
11	CCc1cccc(NC(=O)c2sc3nc[nH]c(=O)c3c2C)c1	-1.4%	-2.4%	-5.1%	-17.6%	0.1%	-9.3%	-10.3%
12	Cc1c(-c2cccc(NC(=O)c3ccc(F)c(F)c3)c2)nc2ncccn12	0.3%	-4.3%	1.3%	-8.8%	2.0%	-1.5%	-6.8%
13	CCc1nn(CC(=O)Nc2ccc(N(CC)CC)cc2C)c(=O)c2cc3sccc3n12	-0.5%	3.7%	4.7%	-0.3%	-12.2%	u	-4.6%
14	COc1ccc(CCNC(=O)c2cnc3sc(N4CCOCC4)nn3c2=O)cc1	0.7%	-1.1%	1.5%	-10.6%	-17.3%	8.3%	-8.5%
15	Cc1ccc(NC(=O)c2c(C)oc3ccc(O)c(CN4CCCCC4)c23)c(C)c1	1.6%	1.3%	1.3%	-2.4%	-8.8%	x	x
16	COc1ccc(N(C(=O)c2ccccc2C)S(=O)(=O)c2ccc(C)cc2)cc1	0.3%	4.0%	3.5%	21.2%	22.2%	7.7%	12.2%
17	CCCN1C(=O)c2[nH]nc(-c3ccccc3O)c2C1c1cccc(OCc2ccccc2)c1 (stereo unspecified)	-1.8%	-9.9%	9.5%	43.5%[activator]	u	12.5%	u
18	COc1ccc(OC)c(NC(=O)c2ccc(-c3nc(CSc4ccccc4)c(C)o3)cc2)c1	-1.3%	1.1%	0.7%	-5.0%	7.1%	-3.2%	-15.2%
19	Cc1cc(C)cc(-n2c(SCC(=O)Nc3ccc4c(c3)OCCO4)nc3c([nH]c4ccccc43)c2=O)c1	0.4%	-4.9%	1.8%	u	4.3%	6.9%	-23.1%
20	COc1ccc(NC(=O)C2CCN(S(=O)(=O)c3ccc4c(c3)CCCC(=O)N4)CC2)cc1Cl	-1.2%	-1.4%	0.2%	-2.8%	-11.8%	2.4%	-9.5%
21	CCCS(=O)(=O)c1nc(S(=O)(=O)c2ccc(C)cc2)c(N(CC)CC)s1	-3.1%	1.1%	5.3%	-2.0%	1.9%	-0.4%	-24.8%
22	Nc1c(C(=O)Nc2cccc(F)c2)sc2nc(-c3cccs3)ccc12	-2.3%	-7.9%	2.3%	-7.0%	21.4%	-5.0%	-5.8%
23	Cc1cccc(C(=O)NC2(C(F)(F)F)N=C(c3ccccc3)N(Cc3ccccc3)C2=O)c1 (stereo unspecified)	0.9%	-2.6%	8.3%	-17.3%	-10.0%	1.0%	-25.0%
24	CCc1ccccc1NC(=O)Cc1ccc(-n2c(C)nc3cccnc32)cc1	-0.2%	0.0%	0.2%	-2.2%	-3.8%	-0.9%	18.3%
25	Cc1cc(C)cc(C(=O)n2nc(C)c(S(=O)(=O)N3CCOCC3)c2C)c1	1.0%	-3.1%	3.0%	-1.0%	4.6%	-2.6%	-14.8%
26	COc1ccc(C(F)(F)F)cc1NC(=O)c1sc2nc(-c3cccs3)ccc2c1N	-2.0%	-0.6%	-11.6%	6.7%	26.4%	-5.4%	-5.9%
27	CCC(=O)N1CCc2cc(S(=O)(=O)CCC(=O)N3CCN(c4cccc(Cl)c4)CC3)ccc21	1.0%	3.6%	2.6%	14.5%	-4.0%	-3.7%	-11.7%
28	CCOC(=O)C1=C(CS(=O)(=O)c2ccc(F)c(C)c2)NC(=O)NC1c1ccccc1OC (stereo unspecified)	0.9%	-8.2%	-1.4%	-2.4%	3.3%	-3.4%	-10.3%
29	CCN(CC)C(=O)Cn1c(=O)n(Cc2ccc(C(=O)NCCc3ccc(OC)c(OC)c3)cc2)c(=O)c2ccccc21	0.7%	2.2%	2.6%	7.3%	u	-9.4%	-6.2%
30	O=C(OCc1cc(=O)n2c3c(sc2n1)CCCC3)c1cccc(NC(=O)c2ccccc2F)c1	0.8%	-4.1%	-0.8%	0.3%	-3.3%	6.8%	-19.1%
31	CCN1CCOC(=O)C1CC(=O)Nc1cc(C)cc(C)c1 (stereo unspecified)	0.5%	-3.0%	0.2%	x	x	0.5%	7.6%
32	O=C(NCc1ccccc1Cl)C(=O)NCC(c1cccs1)S(=O)(=O)c1cccs1 (stereo unspecified)	-2.7%	1.9%	1.9%	5.9%	-1.3%	-1.8%	-6.9%
33	CC(C)(C)C(=O)Nc1ccc2nc(SCC(=O)N3CCc4ccccc43)sc2c1	-2.0%	-0.4%	0.5%	-19.4%	-25.0%	12.3%	-14.5%
34	COc1ccccc1NC(=O)Cn1c(=O)n(Cc2ccccc2)c(=O)c2c3c(sc21)CN(C(C)=O)CC3	0.4%	1.2%	1.0%	-1.0%	-12.5%	12.9%	-2.4%
35	CCOC(=O)C1CCN(C(c2cccc(F)c2)c2c(O)cc(C)n(Cc3ccco3)c2=O)CC1 (stereo unspecified)	-0.1%	3.5%	-1.8%	-0.5%	5.2%	-10.5%	u
36	CCOc1ccc(C(=O)NCC(c2ccc3c(c2)OCO3)N2CCN(c3ccccc3F)CC2)cc1 (stereo unspecified)	0.6%	2.8%	3.9%	u	31.7%[activator]	-3.3%	-41.5%

# Structures shown so far that have a CF3 group:
cpd	Structure	B2AR arrestin ag	TSG101-PTAP inh	GALK inhibitor	p53null 32C tox	p53null 39C tox	NTMT1 inhibitor	FH mod
23	Cc1cccc(C(=O)NC2(C(F)(F)F)N=C(c3ccccc3)N(Cc3ccccc3)C2=O)c1 (stereo unspecified)	0.9%	-2.6%	8.3%	-17.3%	-10.0%	1.0%	-25.0%
26	COc1ccc(C(F)(F)F)cc1NC(=O)c1sc2nc(-c3cccs3)ccc2c1N	-2.0%	-0.6%	-11.6%	6.7%	26.4%	-5.4%	-5.9%

# Continued.
cpd	Structure	B2AR arrestin ag	TSG101-PTAP inh	GALK inhibitor	p53null 32C tox	p53null 39C tox	NTMT1 inhibitor	FH mod
37	COc1cc(NC(=O)c2ccc3oc(=O)c(S(=O)(=O)c4ccccc4)cc3c2)cc(OC)c1	0.9%	0.9%	-0.9%	0.6%	71.5%[activator]	u	-18.7%
38	COCCCn1c(SCC(=O)Nc2ccccc2OC)nc2c(sc3ccccc32)c1=O	u	-1.0%	-2.6%	9.4%	19.9%	3.6%	-18.0%
39	CC(C)CNC(=O)C(=O)Nc1c2c(nn1-c1ccccc1)CS(=O)(=O)C2	-2.7%	-2.2%	-2.0%	-1.9%	-7.6%	0.8%	-3.5%
40	COc1cccc(CNC(=O)c2nnn(CC(=O)Nc3cc(Cl)ccc3C)c2N)c1	0.7%	-2.0%	1.5%	0.1%	-7.3%	-16.4%	5.0%
41	CCc1ccc(NC(=O)c2ccc(F)c(S(=O)(=O)N3CCC(C)CC3)c2)cc1	0.0%	-1.5%	1.3%	-2.2%	21.2%	-2.0%	3.7%
42	CCOC(=O)c1ccccc1NC(=O)Cn1ccn2nc(-c3ccc(OCC)cc3)cc2c1=O	0.6%	-2.8%	0.3%	-0.9%	-7.1%	7.3%	3.2%
43	Cc1ccccc1NS(=O)(=O)c1ccc2c(c1)NC(=O)CCS2	0.0%	-2.2%	-7.3%	-4.7%	-14.0%	8.4%	-5.9%
44	Cc1ccc(S(=O)(=O)c2nnn3c2nc(N2CCN(c4ccccc4F)CC2)c2cc(Cl)ccc23)cc1C	-2.2%	1.2%	-8.3%	7.5%	2.0%	11.0%	-1.5%
45	Cc1cccc(Cn2nnc3c(=O)[nH]c(C4CCCN(C(=O)c5ccc(C(C)(C)C)cc5)C4)nc32)c1 (stereo unspecified)	-0.4%	-1.4%	u	u	20µM*	0.2%	u
46	O=C(CN1C(=O)COc2ccc(S(=O)(=O)N3CCCCCC3)cc21)N1CCN(c2cccc(Cl)c2)CC1	-1.4%	1.0%	0.3%	u	-4.1%	6.6%	-13.7%
47	CCOC(=O)c1ccc(N2CCN(c3cccc(Cl)c3)CC2)c(NC(=O)Nc2ccc(OC)cc2OC)c1	-0.5%	-2.4%	5.2%	-4.2%	17.8%	x	x
48	CCn1cc(C(=O)NCCCOC(C)C)c(=O)c2cc(S(=O)(=O)N3CCOCC3)ccc21	-0.6%	1.1%	8.0%	-2.5%	-21.4%	-3.8%	-19.1%
49	Cc1ccc(/C=C/c2onc(C)c2S(=O)(=O)N2CCC(C(=O)N3CCOc4ccc(C)cc43)CC2)cc1	-0.6%	-0.3%	0.2%	-2.2%	u	8.8%	-10.1%

# In the list so far, these contain a tert-butyl group.
cpd	Structure	B2AR arrestin ag	TSG101-PTAP inh	GALK inhibitor	p53null 32C tox	p53null 39C tox	NTMT1 inhibitor	FH mod
33	CC(C)(C)C(=O)Nc1ccc2nc(SCC(=O)N3CCc4ccccc43)sc2c1	-2.0%	-0.4%	0.5%	-19.4%	-25.0%	12.3%	-14.5%
45	Cc1cccc(Cn2nnc3c(=O)[nH]c(C4CCCN(C(=O)c5ccc(C(C)(C)C)cc5)C4)nc32)c1 (stereo unspecified)	-0.4%	-1.4%	u	u	20µM*	0.2%	u
